CHOP UPR activ = activators of apoptotic CHOP UPR arm, primary screen, cell-based, CHO-CHOP luciferase reporter, luminescence, uHTS; UPR activation; percent of tunicamycin response over DMSO baseline; activation, % at 10 µM; 330,000 tested, 0.34% active;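 active = at 10 µM dose, activation of 40% or more, normalized to positive control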;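 also: 100% = tunicamycin at 10 µg/mL and 0% = DMSO alone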
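Test system: CHO CHOP reporter cells. Input: 500 CHO-CHOP cells per well. Medium: F12 with 10% FBS. Technique: luciferase luminescence. Measure: percent activation relative to tunicamycin control. Dosing: 10 µM compound, 0.5% DMSO. Timing: 16-18 h cell attachment, then 6 h compound exposure, 37 °C.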
CXCR6 block = CXCR6 receptor inhibitors, primary screen, cell-based, beta-arrestin, luminescence, CHO-K1 PathHunter, 1536-well; AID 602244, 2012; 360,000 tested, 0.36% active; inhibition, % at 20 µM; in the data active = inhibition above about 34%, passing the limit was not always enough;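 also: antagonist mode with CXCL16 agonist at 10 nM final; 0% = 10 nM CXCL16 with DMSO and 100% = unstimulated wells without agonist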
Target sequence (O00574 whole entry, looked up): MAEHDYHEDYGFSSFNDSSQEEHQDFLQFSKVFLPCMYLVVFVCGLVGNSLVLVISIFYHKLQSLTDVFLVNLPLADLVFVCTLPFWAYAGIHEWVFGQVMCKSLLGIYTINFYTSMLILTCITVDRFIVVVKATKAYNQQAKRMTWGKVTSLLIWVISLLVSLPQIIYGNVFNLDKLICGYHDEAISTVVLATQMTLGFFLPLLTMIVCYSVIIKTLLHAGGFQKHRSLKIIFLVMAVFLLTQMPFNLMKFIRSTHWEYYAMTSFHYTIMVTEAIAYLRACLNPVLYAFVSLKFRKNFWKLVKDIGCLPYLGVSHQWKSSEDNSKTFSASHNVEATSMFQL
697 NFkB inh = inhibitors of PMA/ionomycin-induced NF-kB reporter, 697 cells, primary screen, B-cell NF-kB inhibitor project, cell-based, luminescence, uHTS; inhibition, % at 4 µM; AID 435022, 2010; 330,000 tested, 0.33% active; 697 B-cell NF-kB luciferase reporter, 16 h; in the data active = inhibition above about 35%
UPR XBP1 act = activators of adaptive XBP1 UPR arm, primary screen, cell-based, CHO-XBP1 luciferase reporter, luminescence, uHTS; IRE1-XBP1 UPR activation; percent of tunicamycin response, DMSO as zero; activation, % at 20 µM; 330,000 tested, 0.33% active; AID 463104, 2010;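 active = versus positive control, 20 µM dose yields 30% or more activation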;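 also: 100% = tunicamycin at 10 µg/mL and 0% = DMSO only wells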
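Test system: CHO-XBP1 luciferase reporter cells | Buffer or medium: Serum-containing F12 medium, 10% FBS | Schedule: 6 h compound exposure at 37 °C, 5% CO2 | Detection: Steady-Glo luciferase glow luminescence, 10 min after reagent addition | Read-out basis: Activation, % of tunicamycin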
CCR6 antag = CCR6 receptor antagonists, primary screen, cell-based, CHO-K1, luminescence, beta-arrestin, uHTS. CHO-K1 CCR6 PathHunter beta-arrestin, CCL20-stimulated. inhibition, % at 20 µM. 340,000 tested, 0.49% active. C-C chemokine receptor type 6 (Homo sapiens), P51684. AID 493098, 2011;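 active = compounds whose inhibition of the agonist-driven luminescence signal at 20 µM reaches about 50%, limit read from the data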;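 also: cells stimulated with CCL20 at 14 nM final; plate controls were DMSO with CCL20 for no effect and DMSO without agonist for full effect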
Target sequence (P51684 whole entry, looked up): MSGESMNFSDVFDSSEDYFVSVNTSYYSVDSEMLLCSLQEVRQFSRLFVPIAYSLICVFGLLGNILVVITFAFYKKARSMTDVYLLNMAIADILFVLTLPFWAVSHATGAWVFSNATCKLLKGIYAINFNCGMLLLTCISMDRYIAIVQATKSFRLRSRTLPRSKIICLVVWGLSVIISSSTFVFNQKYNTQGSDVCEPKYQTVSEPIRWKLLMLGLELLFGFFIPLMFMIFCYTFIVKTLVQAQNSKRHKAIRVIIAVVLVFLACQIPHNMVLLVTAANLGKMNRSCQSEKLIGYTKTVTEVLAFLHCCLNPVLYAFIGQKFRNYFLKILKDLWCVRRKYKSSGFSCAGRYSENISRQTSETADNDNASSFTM
Jurkat NFkB inh = inhibitors of induced NF-kB luciferase reporter, primary screen, TCR NF-kB activation inhibitor project, cell-based, luminescence, uHTS; inhibition, % at 4 µM; 330,000 tested, 0.53% active; AID 435003, 2010; Jurkat, PMA/ionomycin-induced NF-kB luciferase reporter; in the data active = inhibition above about 50%
Gli-Sufu antag = Gli-Sufu pathway antagonists, primary screen, luciferase luminescence, Sufu-KO-LIGHT cells, uHTS | 340,000 tested, 0.74% active | AID 588413, 2011 | Sufu-KO-LIGHT fibroblasts, Gli luciferase reporter luminescence | inhibition, % at 5 µM;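 active = inhibition above about 55%, limit read from the data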;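 also: 0% = DMSO-treated cells and 100% = wells with medium but no cells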
Mdm2-MdmX inh = inhibitors of human Mdm2-MdmX association, primary screen, cell-based, luminescence, split luciferase, SaOS-2, uHTS; SaOS-2 split-luciferase Mdm2/MdmX complementation; inhibition, % at 8 µM; 330,000 tested, 3% active; AID 485346, 2010;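 active = inhibition of at least 50% at 8 µM in the primary screen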
EBI2 antag = EBI2 receptor antagonists, beta-arrestin recruitment, primary screen, cell-based, luminescence, 7a,25-OHC stimulation, uHTS; AID 651636, 2012; inhibition, % at 5 µM; 360,000 tested, 0.81% active; G-protein coupled receptor 183 (Homo sapiens), P32249; 7a,25-OHC stimulated; in the data active = inhibition above about 38%;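 also: enzyme fragment complementation signal reports receptor beta-arrestin coupling in cells; 0% = agonist plus DMSO wells and 100% = wells without agonist; some results beyond the cut were filed as inactive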
* = called active by the depositor; . = no result given.

Letters – A = CHOP UPR activ; B = CXCR6 block; C = 697 NFkB inh; D = UPR XBP1 act; E = CCR6 antag; F = Jurkat NFkB inh; G = Gli-Sufu antag; H = Mdm2-MdmX inh; I = EBI2 antag
COc1ccc(C(CC(=O)Nc2ccc(F)cc2)c2ccccc2)cc1 (configuration not stated)
  A = 0.2 | B = 3 | C = 22 | D = 3 | E = 10 | F = 3 | G = 4 | H = 31 | I = 9
O=C(Nc1nc2ccccc2n1CCN1CCCC1)C1CCCCC1
  A = -0.1 | B = 17 | C = -28 | D = -1 | E = 28 | F = -6 | G = -13 | H = 12 | I = -1
CC(C)COCC(O)CCC(=O)NNC(=S)Nc1ccccc1 (configuration not stated)
  A = 2.4 | B = -5 | C = 3 | D = -1 | E = -11 | F = 8 | G = -8 | H = -17 | I = -12
C=CCN(C(=O)C1CSC2(C)CCC(=O)N12)c1nc(-c2ccccc2)cs1 (configuration not stated)
  A = -1.8 | B = 11 | C = -34 | D = -2 | E = 11 | F = -11 | G = -7 | H = 18 | I = 48*
O=C(Nc1ccccc1N1CCOCC1)c1cc2ccccc2o1
  A = 2.6 | B = -1 | C = -22 | D = -1 | E = 9 | F = -15 | G = 25 | H = 11 | I = 9
CC(=O)NCC1CCN(C(=O)C2CCC(=O)N(CCc3cccc(F)c3)C2)CC1 (configuration not stated)
  A = 0.9 | B = 5 | C = 7 | D = -6 | E = -7 | F = 2 | G = 4 | H = 20 | I = 2
CCOC(=O)CCNC(=O)N1CCCC(N2CCN(c3ccc(OC)cc3)CC2)C1 (configuration not stated)
  A = 0.4 | B = 0 | C = 6 | D = -3 | E = 10 | F = 2 | G = -3 | H = 20 | I = -12
CCN(CC)S(=O)(=O)c1ccc(N2CCOCC2)c(NC(=O)c2sccc2C)c1
  A = -1.5 | B = 2 | C = -4 | D = -3 | E = 2 | F = -6 | G = 3 | H = 8 | I = 4
Cc1ccc2sc(C)[n+](CCO)c2c1
  A = -1.8 | B = 10 | C = -8 | D = -3 | E = -1 | F = -1 | G = 4 | H = 16 | I = 9
CCc1cc2c(cc3c(=O)n(CC(=O)N4CCN(c5ccccn5)CC4)nc(CC)n32)s1
  A = -0.6 | B = 0 | C = 16 | D = 0 | E = 7 | F = 1 | G = 7 | H = 27 | I = -3
CC(=O)c1ccc(OCC(=O)OC(C)C(=O)NC2CCCCC2)cc1 (configuration not stated)
  A = -0.2 | B = -3 | C = 20 | D = -3 | E = 3 | F = 5 | G = -2 | H = 6 | I = -3
COC(=O)c1sc2nc(C)cc(C)c2c1N
  A = 1.9 | B = 2 | C = -22 | D = -3 | E = 2 | F = -33 | G = -6 | H = 14 | I = 3
Cc1ccc(OCC(=O)N2CCc3ccccc3C2)c(Br)c1
  A = 5.9 | B = -3 | C = -4 | D = -1 | E = 5 | F = 14 | G = -9 | H = -23 | I = -25
CC(C)NC(=O)c1onc(CSc2cccc(Cl)c2)c1C(=O)O
  A = -1.6 | B = 0 | C = -8 | D = 0 | E = 0 | F = 2 | G = -3 | H = -10 | I = -10
CCOc1c2c(nc3ccc(Cl)cc13)CCC2
  A = -1.2 | B = -1 | C = 0 | D = 2 | E = -7 | F = 13 | G = -2 | H = 30 | I = 2
COc1ccc(CNC(=O)COC(=O)c2ccco2)cc1
  A = -1.1 | B = 2 | C = -3 | D = -3 | E = 3 | F = 7 | G = 1 | H = 17 | I = -5
CN1CCN(C(=O)c2ccc(Cl)c(S(=O)(=O)N3CCCCC3)c2)CC1
  A = -0.8 | B = -3 | C = 12 | D = -1 | E = -8 | F = -5 | G = 9 | H = -23 | I = -8
COc1ccc(NC(=O)CSc2nnc(-c3cnccn3)n2C)cc1OC
  A = 4.1 | B = 2 | C = -6 | D = -4 | E = 15 | F = 2 | G = -6 | H = 14 | I = -5
CCCCC1(C(=O)OC)NC(c2ccc(O)cc2)C2C(=O)N(c3ccccc3)C(=O)C21 (configuration not stated)
  A = 3.0 | B = 8 | C = -9 | D = -4 | E = 2 | F = 12 | G = 3 | H = -9 | I = 8
CN(CC(=O)Nc1ccncc1)S(=O)(=O)c1ccc(Cl)cc1
  A = 8.8 | B = 6 | C = 9 | D = -2 | E = -3 | F = 4 | G = 4 | H = 23 | I = -14
O=C(COc1ccc([N+](=O)[O-])cc1)Nc1ccc(N2CCCC2)cc1
  A = 1.9 | B = 2 | C = -5 | D = 0 | E = 6 | F = 6 | G = -3 | H = 9 | I = -7
Cc1ccc(-n2c(SCC(=O)NCCN3C(=O)CSC3=O)nnc2-c2ccccc2)cc1
  A = -0.1 | B = 2 | C = 12 | D = -5 | E = 16 | F = 5 | G = 8 | H = 30 | I = -2
Cc1cc(C(=O)NCc2ccccc2)c(=O)[nH]c1C
  A = 0.1 | B = -3 | C = 19 | D = 3 | E = 2 | F = 3 | G = 0 | H = 21 | I = -7
O=C(NCc1ccc2c(c1)OCO2)c1cc(-c2ccc(Cl)cc2Cl)on1
  A = 4.3 | B = 4 | C = 5 | D = -1 | E = 4 | F = -2 | G = -3 | H = 25 | I = 0
CCOC(=O)C1=CN(Cc2cccc(Br)c2)S(=O)(=O)N(C)C1C (configuration not stated)
  A = 0.9 | B = 4 | C = -8 | D = 3 | E = 34 | F = . | G = -1 | H = 15 | I = 2
CC1CCCCN1C(=O)CCc1nnc(Cc2c[nH]c3ccccc23)o1 (configuration not stated)
  A = -0.3 | B = -9 | C = 11 | D = 4 | E = 7 | F = 11 | G = 8 | H = 12 | I = -2
c1ccc(-n2c(-c3cccs3)nc3nc4ccccc4nc32)cc1
  A = 0.7 | B = -1 | C = -58 | D = -1 | E = 10 | F = 26 | G = 8 | H = 5 | I = -8
CCOC(=O)N1CCN(C(=O)c2oc(=O)c3ccccc3c2-c2ccc(C)cc2)CC1
  A = 1.6 | B = 3 | C = 35 | D = 2 | E = 12 | F = 7 | G = 15 | H = 13 | I = -7
COc1ccc(C(=O)CSc2nc(C)cc(C)n2)cc1C
  A = 0.8 | B = 8 | C = -3 | D = -2 | E = 11 | F = 1 | G = 1 | H = 7 | I = -10
O=C(Nc1cccc(S(=O)(=O)N2CCOCC2)c1)c1c2c(nc3ccccc13)CCC2
  A = 0.3 | B = -2 | C = 7 | D = -1 | E = 0 | F = 9 | G = 1 | H = 31 | I = -12
Cc1ccc(C(=O)COC(=O)c2cnccn2)cc1[N+](=O)[O-]
  A = 0.4 | B = 8 | C = 10 | D = -2 | E = 28 | F = 10 | G = -14 | H = -13 | I = 6
COc1cc(OC)cc(C(=O)N2CCCC(c3nc(-c4ccc(C)o4)no3)C2)c1 (configuration not stated)
  A = 2.8 | B = 4 | C = -9 | D = 7 | E = 12 | F = -30 | G = 4 | H = 20 | I = -4
COc1cc(C(F)(F)F)c(C(=O)N(C)c2ccc(Cl)cc2)cn1
  A = -0.4 | B = 0 | C = -24 | D = -2 | E = 1 | F = 0 | G = 1 | H = -1 | I = 7
CN(CCOc1ccccc1Cl)Cc1ccccc1
  A = 1.2 | B = 18 | C = -1 | D = -1 | E = 27 | F = -16 | G = 3 | H = -17 | I = 2
CCOC(=O)N1CCN(c2ccc(C(C)=O)cc2F)CC1C (configuration not stated)
  A = -0.4 | B = -5 | C = -16 | D = 0 | E = 11 | F = -7 | G = 4 | H = 9 | I = -13
Cc1nc2ccccc2c(=O)n1/N=C/c1c(O)ccc2ccccc12
  A = -2.2 | B = -7 | C = 20 | D = -1 | E = 19 | F = 0 | G = 7 | H = 31 | I = 12
COc1cc2c(cc1OC)C(C)N(C(=O)c1ccc(C)o1)CC2 (configuration not stated)
  A = 0.9 | B = -4 | C = 11 | D = 1 | E = -2 | F = 21 | G = -4 | H = 13 | I = 10
COc1ccc(NC(=O)CCCC2CCCCC2)c(OC)c1
  A = 2.3 | B = -12 | C = 9 | D = 3 | E = 12 | F = -21 | G = -6 | H = -14 | I = -2
Cc1ccc(NC(C(N)=O)c2c(C)[nH]c(=O)[nH]c2=O)cc1 (configuration not stated)
  A = 3.7 | B = 1 | C = 6 | D = -2 | E = -7 | F = -5 | G = -9 | H = -33 | I = 4
O=C1Nc2ccc(Cl)cc2C(C#CC2CC2)(C(F)(F)F)O1 (configuration not stated)
  A = 0.8 | B = -3 | C = 6 | D = -6 | E = 1 | F = 2 | G = 9 | H = 7 | I = -8

3 of the entries above in order of the UPR XBP1 act value, rising:
| structure | UPR XBP1 act |
| --- | --- |
| O=C1Nc2ccc(Cl)cc2C(C#CC2CC2)(C(F)(F)F)O1 (configuration not stated) | -6 |
| COc1cc2c(cc1OC)C(C)N(C(=O)c1ccc(C)o1)CC2 (configuration not stated) | 1 |
| COc1ccc(NC(=O)CCCC2CCCCC2)c(OC)c1 | 3 |

(cont.)
Letters – A = CHOP UPR activ; B = CXCR6 block; C = 697 NFkB inh; D = UPR XBP1 act; E = CCR6 antag; F = Jurkat NFkB inh; G = Gli-Sufu antag; H = Mdm2-MdmX inh; I = EBI2 antag
N#Cc1ccc(OCC(=O)Nc2ccc3[nH]c(=O)[nH]c3c2)cc1
  A = -0.4 | B = -4 | C = 15 | D = -2 | E = 3 | F = 1 | G = -1 | H = 14 | I = -9
COc1ccc(-n2cnnc2)cc1
  A = -0.9 | B = 2 | C = 10 | D = -6 | E = 3 | F = 1 | G = -24 | H = -1 | I = -10
CCC(C)n1c(SCC(=O)NC(=O)Nc2ccc3c(c2)OCCO3)nc2ccccc2c1=O (configuration not stated)
  A = -2.2 | B = 4 | C = -26 | D = -4 | E = 3 | F = 21 | G = 9 | H = 45 | I = -11
C=CCNC(=O)CCNS(=O)(=O)c1ccc(Br)cc1
  A = -0.8 | B = -4 | C = 2 | D = -3 | E = -1 | F = 9 | G = -4 | H = -9 | I = 1
COc1ccc(CC(=O)Nc2ccc(-c3noc(-c4cc(OC)c(OC)c(OC)c4)n3)cc2)cc1
  A = 4.1 | B = -8 | C = 1 | D = 4 | E = 25 | F = 4 | G = 5 | H = 50* | I = -2
COc1cccc(NC(=O)CSc2nccn(-c3ccc4c(c3)OCCO4)c2=O)c1
  A = -1.5 | B = -3 | C = 1 | D = -2 | E = 12 | F = -6 | G = -12 | H = 10 | I = 6
COc1ccc(OC(=O)Nc2ccc([N+](=O)[O-])cc2OC)cc1
  A = 1.5 | B = 5 | C = 5 | D = -3 | E = 14 | F = 14 | G = -1 | H = 10 | I = -17
CCOc1ccccc1-n1c(SCC(=O)N(C(C)C)C(C)C)nnc1-c1cccnc1
  A = 0.8 | B = 0 | C = 0 | D = -3 | E = 2 | F = -4 | G = 0 | H = 6 | I = 1
